phage Ecoli inh – E. coli growth loss with phage present; growth absorbance; inhibition, % at 11.9 µM; 0.26% of 360,000 active; AID 651602; in the data active means inhibition above about 11%
Tat transport – E. coli Tat transport inhibition; AID 488895; inhibition, % at 10 µM; 0.036% of 340,000 active; E. coli MC4100 TorA-mCherry Tat export, fluorescence;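 active means mean replicate inhibition at least 50% and at least half of replicates individually reaching 50%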;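 further: exported cargo escapes ClpAP degradation while cytoplasmic cargo is degraded and loses fluorescence; 0% = median of neutral control wells and 100% = median of NaSCN control wells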
PKA-R1A activ – PKA-R1A complex activation | 0.083% of 340,000 active | P00514+P68181 | PKA-R1A dissociation, Cy5-IP20 fluorescence polarization; scaled: DMSO 0%, 113 µM cGMP 100% | activation, % at 11.4 µM | AID 504707;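 active means percent activation above the mean of all tested compounds plus 3 SD, cut at about 19% in these data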;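 further: higher means more PKAc released from R1A so a rise in polarization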
PfHsp90 yeast 2 – reduces growth (ATP signal) of yeast expressing P. falciparum Hsp90; 0.32% of 310,000 active; S. cerevisiae expressing PfHsp90, BacTiter-Glo ATP, 48 h; yeast lacking PDR1 and PDR3 efflux regulators; inhibition, % at 9.4 µM;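 active means every replicate shows inhibition above about 80%, whatever the replicate mean, limit read from the data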;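 further: 0% = DMSO neutral controls and 100% = 20 µM radicicol positive controls; yeast relying on Plasmodium falciparum Hsp90 in place of its own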
SUMO Mot1 rescue – SUMOylation pathway inhibition by Mot1-301 growth rescue; S. cerevisiae Mot1-301 growth rescue, ATP luminescence, 38.5C; percent above DMSO median, 100 means doubled; growth rescue, % at 18.8 µM; 1% of 320,000 active; AID 2716;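 active means every valid replicate shows activation above 250% relative to neutral control wells; inactive means the rest, any valid replicate at or below 250%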;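 further: OY570 slx delta 5 strain wells were the positive control but not used for scaling; some compounds called inactive have numbers as strong as hits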
OPRM1-OPRD1 ag – agonists of human mu-delta opioid receptor heterodimerization; cells, OPRM1-OPRD1 heterodimerization, luminescence; activation, % at 9.3 µM; 0.3% of 340,000 active; AID 504326; in the data active means activation above about 18%;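 further: 0% = vehicle-treated cells and 100% = reference agonist; values of inactives mirror those of a sister screen read the other way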
E coli growth – counter-screen for AddAB inhibitors: E. coli growth inhibition; E. coli V3065 growth, OD600 absorbance, 18 h; AID 449728; 0.27% of 330,000 active; inhibition, % at 11.9 µM;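 active means inhibition above the campaign's mean inhibition across all tested compounds plus 3 SD, cut at about 9.9% in these data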;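 further: uninfected addAB+ strain grown without phage in ampicillin broth; 0% = DMSO wells and 100% = ciprofloxacin 0.95 µg/ml wells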
Arr AP2 block – human beta-arrestin and AP2 interaction inhibition. FITC-arrestin peptide / GST-AP2 beads, flow cytometry; AP2 beta2 appendage carries R879A mutation. inhibition, % at 10 µM. 0.31% of 340,000 active;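 active means inhibition above a set limit, near 3 SD of compounds lacking own fluorescence, cut at about 54% in these data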;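 further: plate controls were DMSO wells for no effect and 5 µM unlabelled arrestin peptide for full effect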
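Test system: GST-tagged AP2 beta2-adaptin appendage (R879A) on 4 µm glutathione beads; also added: fluorescein-tagged arrestin peptide at 50 nM final; timing: 12 min plus 1 h, RT; signal: flow cytometry, FL1 (488/535 nm); read-out: percent drop in bead-associated FITC signal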
AddAB inh – less growth of phage-infected E. coli with AddAB. AID 435030. E. coli expressing H. pylori AddAB, absorbance growth. 0.29% of 330,000 active. inhibition, % at 11.9 µM; in the data active means inhibition above about 12%;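 further: 0% = vehicle wells of infected cells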
DSG3 Ab inh – human desmoglein-3 autoantibody binding inhibition; P32926; DSG3-coupled beads, scFv-anti-DSG3-GFP binding, flow cytometry; stronger effect = lower value; binding (percent of control), % at 10 µM; 0.48% of 310,000 active; AID 588358;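 active means binding more than 3 SD below its plate's average and above zero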;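 further: hits lower antibody fragment binding to DSG3; some compounds called inactive have numbers as strong as hits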
Target sequence (P32926 whole entry, looked up, the tested form may be a part): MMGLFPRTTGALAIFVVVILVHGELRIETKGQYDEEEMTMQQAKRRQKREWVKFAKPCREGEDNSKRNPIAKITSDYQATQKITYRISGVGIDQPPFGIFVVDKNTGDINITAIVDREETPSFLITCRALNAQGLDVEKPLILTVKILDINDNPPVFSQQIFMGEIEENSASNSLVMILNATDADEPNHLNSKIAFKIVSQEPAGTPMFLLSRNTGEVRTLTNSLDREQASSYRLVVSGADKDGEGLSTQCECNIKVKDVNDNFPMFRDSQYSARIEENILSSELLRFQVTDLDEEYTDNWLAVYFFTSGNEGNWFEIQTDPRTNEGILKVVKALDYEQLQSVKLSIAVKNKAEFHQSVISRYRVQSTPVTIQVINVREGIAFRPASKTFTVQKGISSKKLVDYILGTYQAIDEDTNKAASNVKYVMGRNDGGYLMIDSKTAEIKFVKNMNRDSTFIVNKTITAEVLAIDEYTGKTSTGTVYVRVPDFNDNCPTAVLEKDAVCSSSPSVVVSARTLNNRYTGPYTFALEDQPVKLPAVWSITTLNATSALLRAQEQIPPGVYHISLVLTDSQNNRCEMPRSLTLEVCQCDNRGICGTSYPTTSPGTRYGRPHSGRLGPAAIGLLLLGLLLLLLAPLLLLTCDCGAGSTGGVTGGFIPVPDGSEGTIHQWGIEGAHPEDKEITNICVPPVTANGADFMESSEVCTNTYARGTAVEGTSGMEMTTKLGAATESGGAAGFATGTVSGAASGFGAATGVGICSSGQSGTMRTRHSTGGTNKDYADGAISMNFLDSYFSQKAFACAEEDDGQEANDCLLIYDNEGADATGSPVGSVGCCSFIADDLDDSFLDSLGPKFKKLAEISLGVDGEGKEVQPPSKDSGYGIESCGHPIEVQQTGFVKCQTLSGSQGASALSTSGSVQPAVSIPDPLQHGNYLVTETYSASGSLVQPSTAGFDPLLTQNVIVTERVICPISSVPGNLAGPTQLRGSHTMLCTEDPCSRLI
OPRM1-OPRD1 inv – inverse agonist of human OPRM1-OPRD1 heterodimerization; P35372+P41143; AID 504357; cell-based MOR-DOR heterodimer luminescence, inverse agonism; 0.21% of 340,000 active; inhibition, % at 9.3 µM; in the data active means inhibition above about 22%, passing the limit was not always enough;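 further: 0% = cells with DMSO and 100% = wells without cells with DMSO; values of inactives mirror those of a sister screen read the other way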
An asterisk follows results filed as active; · = no result given.

SMILES	phage Ecoli inh	Tat transport	PKA-R1A activ	PfHsp90 yeast 2	SUMO Mot1 rescue	OPRM1-OPRD1 ag	E coli growth	Arr AP2 block	AddAB inh	DSG3 Ab inh	OPRM1-OPRD1 inv
Cc1ccn2c(NCc3ccc4c(c3)OCO4)c(-c3ccc(O)cc3)nc2c1	1.6	-3	-8	-1	19	2.4	-0.4	17	1.6	84	-13
CCc1ccc(C(=O)CN(C#N)c2nc(C)cc(C)n2)cc1	2.1	1	-4	9	2	2.3	1.1	4	3.4	83	-13
COc1ccc(CCCCCCOCc2ccccc2)cc1	2.2	-1	-6	7	-3	-1.8	3.1	7	-0.5	100	10
COc1ccc(CC(=O)Nc2ccc(S(=O)(=O)N3CCCCC3)cc2)cc1OC	0.2	-10	7	-16	14	2.1	-0.8	10	0.6	99	-11
Cc1nc(-c2ccccc2)sc1C1(C)CC(c2cccc(F)c2)=NO1 (stereo not drawn)	2.9	2	5	4	11	2.3	0.1	9	3.2	102	-12
Cc1ccc(S(=O)(=O)NCC(=O)N2CCCCC2)cc1	4.2	-7	5	-12	-4	-0.4	2.3	25	2.3	97	2
Cc1[nH]n(-c2ccccc2)c(=O)c1C(c1cccc([N+](=O)[O-])c1)c1c(C)[nH]n(-c2ccccc2)c1=O	3.1	-1	-6	11	-7	-2.2	0.8	20	-2.0	93	14
COc1ccccc1C(CNC(=O)c1ccc(NS(=O)(=O)c2ccc(F)c(C)c2)cc1)N(C)C (stereo not drawn)	1.8	12	-14	7	-15	1.3	-0.4	-5	-3.0	111	-9
O=C(O)CNC(=O)CC12CC3CC(CC(C3)C1)C2	2.3	7	-11	-25	-13	-1.3	-1.2	20	1.9	115	6
NNC(=O)Cc1csc(-c2ccccc2)n1	1.8	7	-3	21	-25	-0.5	-1.5	38	0.8	·	2
O=C(O)/C=C\c1cc2c(cc1[N+](=O)[O-])OCO2	2.5	-2	-5	4	37	2.8	0.2	12	0.6	96	-14
COC(=O)C1=C(C)NC2=C(C(=O)CC(C)(C)C2)C1c1cnn(C)c1C (stereo not drawn)	1.2	-4	5	-75	-3	-0.1	1.8	11	0.7	99	0
C=CCC[C@@H](Cc1ccc(F)cc1)C(=O)OC[C@@H]1CCCN1C(=O)[C@@H](CC=C)CC(=O)N(CCO)Cc1ccccc1	2.2	22	-3	-27	71	-1.7	0.7	-5	1.9	103	10
COC(=O)CN1C(=O)C(C)(C)Oc2ccc(C(=O)Nc3ccccc3F)cc21	1.3	6	-4	12	1	1.6	1.4	-4	3.3	98	-11
COc1ccccc1NC(=S)N1CCCCCC1	0.6	2	-2	14	-4	-0.8	-0.8	6	0.6	114	4
CCCOc1cccc(C2/C(=C(/O)c3ccc(OC)cc3)C(=O)C(=O)N2CCN(C)C)c1 (stereo not drawn)	1.2	4	0	2	·	-2.4	-0.1	23	2.2	94	14
COc1ccc2c(c1)OC[C@H]1[C@H]2N2C(=O)CN(CC3CCCO3)C(=O)[C@@]2(C)[C@H]1c1ccccc1 (stereo partly drawn)	-0.3	3	-3	·	6	-1.4	1.2	5	0.4	106	7
COc1ccc(S(=O)(=O)N(CC(=O)O)c2ccccc2)cc1	2.0	2	-8	4	93	0.3	2.1	-4	-0.3	102	-2
CC(=O)c1sc2c(c1OC(=O)c1ccc(Cl)cc1Cl)c(=O)n(-c1ccccc1)c(=S)n2-c1ccccc1	3.0	5	1	1	-18	-2.1	0.6	-10	-1.1	107	10
O=C1c2ccccc2C(=O)N1c1cccc2ccccc12	-1.3	3	-11	-7	50	-2.9	4.7	20	7.0	99	13
Cc1nc(SCC(=O)c2ccc(F)cc2)n[nH]1	0.2	0	4	6	-10	-0.8	2.3	6	4.0	104	4
Cc1ccc(C)c(NC(=O)Cn2nc(C)c3ccccc3c2=O)c1	2.1	-3	-2	3	-5	-2.9	0.0	5	1.1	101	15
COc1ccc(N=C2S/C(=C\c3cccs3)C(=O)N2CC(C)C)cc1	2.0	3	9	15	0	-2.3	2.2	-2	-1.4	111	12
C=CCn1c(COc2cccc3cccnc23)nnc1SCC(=O)OC	1.9	-5	8	·	-19	-1.4	2.2	2	-0.2	104	6
O=[N+]([O-])c1ccc(Cl)c(/C=N/N2CCN(Cc3ccccc3)CC2)c1	2.5	14	3	·	212	0.8	-2.2	-3	-1.7	109	-4

More entries:
SMILES	phage Ecoli inh	Tat transport	PKA-R1A activ	PfHsp90 yeast 2	SUMO Mot1 rescue	OPRM1-OPRD1 ag	E coli growth	Arr AP2 block	AddAB inh	DSG3 Ab inh	OPRM1-OPRD1 inv
N#Cc1c(NCc2ccccc2)ccnc1NCc1cccnc1	2.6	28	-9	·	-1	1.9	3.6	-1	4.0	108	-11
O=C(Cn1c(CC(=O)N2CCOCC2)nc2ccccc21)Nc1ccc2c(c1)OC(F)(F)O2	2.7	3	-15	-12	-4	·	-1.5	0	-0.1	99	·
COc1ccc(CCNS(=O)(=O)c2cnc(Cl)c(Br)c2)cc1OC	4.2	-4	-6	-49	-15	0.0	-0.2	9	-2.5	104	0
CCN1CCN(S(=O)(=O)c2ccc(Cl)c(C(=O)NCc3ccco3)c2)CC1	1.8	0	-18	·	-18	1.9	2.2	7	1.2	105	-12
CN(/C=C1/C(=O)CNC1=O)CCO	4.0	-3	·	-40	3	·	0.1	17	0.5	100	·
CCCCOC(=O)c1ccc(NC(=O)C(=O)NCc2ccco2)cc1	-0.9	-3	3	3	195	3.8	2.1	6	0.7	104	-18
O=C(O)c1ccc(/C=C2\SC(=S)N(NC(=O)c3ccccc3[N+](=O)[O-])C2=O)cc1	1.3	-4	-8	1	104	-2.2	·	5	·	95	12
CCCP(=O)(CC(=O)O)c1ccccc1 (stereo not drawn)	-0.6	4	-7	-1	16	-1.7	-2.6	2	2.8	·	7
Cc1cc(N2CCCCC2)nc(-c2ccc(Br)cc2)n1	2.6	8	-10	2	·	0.1	1.9	-8	1.7	98	0
S=C(NC1CCCCC1)N1CCCCC1	3.5	9	3	4	-1	-1.4	2.2	-4	3.5	105	7
Cc1ccc2cc(C#N)c(SCC(=O)N3CCCc4ccccc43)nc2c1C	0.2	1	7	15	5	1.4	0.6	-8	1.8	113	-9
CCOC(=O)C1=C(O)/C(=C/c2cc(OC)c(OC)c(OC)c2)SC1=Nc1ccc(OC)cc1	1.4	9	-6	-15	-21	-3.2	0.8	-7	0.3	102	18
CC#CCN(Cc1ccco1)C(=O)C1CCC(=O)N(Cc2ccccc2F)C1 (stereo not drawn)	-0.9	3	-11	19	11	-1.7	-0.1	-5	-0.4	106	12
OC(COC(c1ccccc1)c1ccccc1)CN1CCOCC1 (stereo not drawn)	2.5	5	-10	0	54	-1.1	1.1	4	1.4	111	8
N/C(=N\OC(=O)/C=C/c1ccccc1)c1ccncc1	2.0	-4	-6	-6	-5	1.0	-1.9	10	1.5	112	-5
NC1=NC(=Nc2cccc(S(=O)(=O)N3CCOCC3)c2)c2ccccc21	-0.6	-2	-7	3	-15	-0.4	4.4	-4	1.8	98	2
CC(C)C(=O)Nc1c2c(nc3ccccc13)N(C)CC2	2.3	-2	0	3	-13	-3.5	1.5	0	0.2	94	17
CCOC(=O)c1ccc(COC(=O)c2ccc(-c3nnc(-c4ccccc4)o3)cc2)o1	1.3	-8	1	-1	6	-2.6	-1.6	-7	-1.2	108	11
CCC(C)Sc1cccc(-c2nc3ccc(Cl)cn3c2NCc2ccccc2)c1 (stereo not drawn)	·	-2	0	3	121	3.7	0.9	2	3.1	100	-20
O=C(Nc1cnn(Cc2ccc(F)cc2)c1)c1cc2nc(-c3ccco3)cc(C(F)(F)F)n2n1	0.1	-1	-14	-9	-2	-0.6	3.0	2	-0.5	100	3
Cc1ccc(-c2nnc(N3CCN(C(=O)CN4CCOCC4)CC3)c3ccccc23)cc1	2.4	-6	0	·	-5	-2.2	-0.6	-4	1.0	92	11
COc1ccc(C(CCNCc2ccc(OC)c(OC)c2)c2ccc(F)cc2)cc1 (stereo not drawn)	1.3	-3	-2	0	-31	-2.2	-0.4	-12	-0.3	114	11

An excerpt from above in order of formula weight, falling:
SMILES	phage Ecoli inh	Tat transport	PKA-R1A activ	PfHsp90 yeast 2	SUMO Mot1 rescue	OPRM1-OPRD1 ag	E coli growth	Arr AP2 block	AddAB inh	DSG3 Ab inh	OPRM1-OPRD1 inv
O=C(Nc1cnn(Cc2ccc(F)cc2)c1)c1cc2nc(-c3ccco3)cc(C(F)(F)F)n2n1	0.1	-1	-14	-9	-2	-0.6	3.0	2	-0.5	100	3
O=C(Cn1c(CC(=O)N2CCOCC2)nc2ccccc21)Nc1ccc2c(c1)OC(F)(F)O2	2.7	3	-15	-12	-4	·	-1.5	0	-0.1	99	·
COc1ccc(CCNS(=O)(=O)c2cnc(Cl)c(Br)c2)cc1OC	4.2	-4	-6	-49	-15	0.0	-0.2	9	-2.5	104	0
Cc1ccc(-c2nnc(N3CCN(C(=O)CN4CCOCC4)CC3)c3ccccc23)cc1	2.4	-6	0	·	-5	-2.2	-0.6	-4	1.0	92	11
CCC(C)Sc1cccc(-c2nc3ccc(Cl)cn3c2NCc2ccccc2)c1 (stereo not drawn)	·	-2	0	3	121	3.7	0.9	2	3.1	100	-20
Cc1ccc2cc(C#N)c(SCC(=O)N3CCCc4ccccc43)nc2c1C	0.2	1	7	15	5	1.4	0.6	-8	1.8	113	-9
CCCCOC(=O)c1ccc(NC(=O)C(=O)NCc2ccco2)cc1	-0.9	-3	3	3	195	3.8	2.1	6	0.7	104	-18
N#Cc1c(NCc2ccccc2)ccnc1NCc1cccnc1	2.6	28	-9	·	-1	1.9	3.6	-1	4.0	108	-11
CC(C)C(=O)Nc1c2c(nc3ccccc13)N(C)CC2	2.3	-2	0	3	-13	-3.5	1.5	0	0.2	94	17
CCCP(=O)(CC(=O)O)c1ccccc1 (stereo not drawn)	-0.6	4	-7	-1	16	-1.7	-2.6	2	2.8	·	7
CN(/C=C1/C(=O)CNC1=O)CCO	4.0	-3	·	-40	3	·	0.1	17	0.5	100	·

Screening data deposited in PubChem by several laboratories.
